Autophagy mod: modulators of autophagy; MEF GFP-LC3 puncta imaging; test concentration mostly 10 µM; calls only at 10 µM (by protocol); 0.98% of 190,000 active;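 active = percentage of spot-positive cells more than 3 SD above its plate mean, without a fluorescence outlier flag or 80% toxicity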;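 note: spot-positive cell cutoff set from DMSO-treated cells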
MT stabilize HCS: stabilizes microtubules in HeLa cells; % tubulin-high responders, % at 10 µM; 0.83% of 200,000 active; HeLa tubulin immunostaining HCS, 24 h; share of cells brighter than vehicle mean+2SD;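 active = plate Z-score above 3 for both tubulin-high and condensed-nucleus cell shares, with cell loss under 80%, at 10 µM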;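 note: anti alpha tubulin signal scored within the nucleus-defined area of each cell; some results filed as inactive read as strong as hits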
AID2073: disruptors of CaV2.2 binding to Mint1 – biochemical, HTRF (AID 2073); HTRF protein-protein interaction, Mint1-CaV2.2; higher % means a stronger effect; inhibition, % at 20 µM; hits with a dose series show IC50 in µM; 0.19% of 290,000 active; in the data active = inhibition mostly above about 51%, no sharp cut-off; note: some results filed as inactive read as strong as hits
Dynein cargo inh: blocks dynein driven cargo transport along microtubules | 3617.4 mouse cells, GR-EGFP nuclear translocation imaging; test concentration mostly 20 µM; stimulated with dexamethasone, 1 µM; stronger effect = lower value | AID 1381 | z-score, hits read low | 0.47% of 220,000 active;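 active = plate z-score of nuclear minus cytoplasmic receptor signal below a set negative limit, without overly bright fluorescence or cell loss, cut at about -3.5 in these data, passing the limit was not always enough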;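 note: z-score of nuclear minus cytoplasmic ring GR-EGFP intensity difference per well; some compounds called inactive have numbers as strong as hits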
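Buffer or medium: tet-free medium with charcoal-stripped serum / Also added: dexamethasone agonist, 1.0 µM final, for 30 min / Timing: induction 48 h, compound 1 h, agonist 30 min / Measured by: high-content fluorescence imaging after fixation / Read-out: nuclear-to-cytoplasmic GR-EGFP distribution per well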
b-catenin transl: beta-catenin nuclear translocation modulation | nuclear translocation activity, % at 5 µM | HeLa beta-catenin nuclear translocation, immunofluorescence imaging | 0.3% of 190,000 active;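 active = nuclear translocation activity above 50% at 5 µM, with a well cell count of 50 or more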;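 note: per-cell ratio of nuclear to cytoplasmic median beta-catenin stain intensity; plate controls were DMSO negative control for no effect and GSK-3 inhibitor IX positive control for full effect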
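Test system: HeLa cells, endogenous beta-catenin; Compound: single 5 µM dose plus 0.02–20 µM confirmation series; Times: compound exposure 24 h at 37°C; Signal: fluorescence imaging of beta-catenin antibody stain plus DAPI; Read-out: % activation, nuclear-to-cytoplasmic median beta-catenin signal ratio per cell.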
Ins promoter up: MIN6 insulin promoter up-regulation. MIN6 insulin promoter-GFP reporter, high-content imaging; stronger effect = higher value. z-score at 5 µM. 0.3% of 190,000 active. AID 1625;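 active = z-score above 3 at 5 µM with at least 500 cells counted in the well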
WT yeast gro inh: growth inhibition of WT yeast, mitochondrial fusion screen; inhibition, % at 10 µM; 2.1% of 190,000 active; mitochondrial fusion phenotypic screen, WT strain; AID 1362; in the data active = inhibition above about 58%; tested in S. cerevisiae
HIV peptide binding: cell-free HIV fusion peptide-binding blockers – biochemical, uHTS, fluorescence dequenching, primary screen (AID 1986) | cell-free peptide binding, fluorescence dequenching, 30 min; higher % means a stronger effect | inhibition, % at 20 µM; hits with a dose series show IC50 in µM | 0.3% of 290,000 active; in the data active = inhibition mostly above about 52%, no sharp cut-off; inactive = mostly below about 76%; note: some results filed as inactive read as strong as hits
Yfh1-depleted yeast: mitochondrial function rescue without frataxin homolog – Friedreich's ataxia, plus single-dose screen, dose response (AID 1465); fold induction at 50 µM, or EC50 in µM where a hit was titrated; 0.074% of 220,000 active; S. cerevisiae Yfh1-off respiration, WST-1 reduction, 72 h; higher fold induction means a stronger effect;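 active = fold induction of absorbance versus untreated yeast above a set limit, then at least 30% activation at any dose in follow-up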;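 note: activators that raise dye reduction in frataxin-depleted yeast; strong numbers were not always called active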
WT yeast gro inh mutant strain: further read-out of WT yeast gro inh, marked with its call; inhibition, %; mitochondrial fusion phenotypic screen, mutant strain inhibition
Dynein cargo inh cytoplasmic EGFP: further read-out of Dynein cargo inh, marked with its call; z-score; measured here: cytoplasmic GR-EGFP intensity; stronger effect = higher value
Dynein cargo inh nuclear GR-EGFP: further read-out of Dynein cargo inh, marked with its call; z-score; measured here: nuclear GR-EGFP intensity;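 lower value marks the stronger effect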
Dynein cargo inh cell count: also measured in Dynein cargo inh; calls as there; z-score; measured here: cell count per field
Ins promoter up cell count: recorded beside Ins promoter up, whose call it bears; cell count; measured here: cytotoxicity, nuclei count;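 total cells summed across four imaged fields per well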
b-catenin transl cell count 5 µM: recorded beside b-catenin transl, whose call it bears; cell count; measured here: cell count, cytotoxicity flag
MT stabilize HCS Hoechst-high %: second read-out of MT stabilize HCS, no call of its own (marks repeat the call); % Hoechst-high responders; measured here: nuclear condensation Hoechst responders;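 share of cells brighter than vehicle mean plus two SD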
MT stabilize HCS cytotoxicity %: also measured in MT stabilize HCS; calls as there; toxicity, %; measured here: cytotoxicity by cell density;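 0% = mean cell density of plate MIN control wells and 100% = no cells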
Autophagy mod cell loss 18 h: second read-out of Autophagy mod, no call of its own (marks repeat the call); toxicity, %; measured here: cell loss, nuclei count;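 cell loss after 18 h compound exposure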
Active calls of the source: *; i = inactive; / = not tested or not shown.

canonical_smiles,b-catenin transl,Autophagy mod cell loss 18 h,MT stabilize HCS,Ins promoter up,Yfh1-depleted yeast,Autophagy mod,MT stabilize HCS cytotoxicity %,WT yeast gro inh,HIV peptide binding,WT yeast gro inh mutant strain,AID2073,Ins promoter up cell count,Dynein cargo inh,MT stabilize HCS Hoechst-high %,Dynein cargo inh nuclear GR-EGFP,b-catenin transl cell count 5 µM,Dynein cargo inh cell count,Dynein cargo inh cytoplasmic EGFP
Cc1ccc(C(C)C)c(OCc2nnc(SCC(=O)Nc3nccs3)n2C)c1,/,0.2,3.6,-0.58,i,i,9.4,6.4,-2.5%,8.4,5.4%,1126,1.53,2.4,0.591,/,-0.967,-0.227
O=C(Nc1cccc(O)c1)C(=O)Nc1ccccn1,2.3,-0.5,3.0,-0.32,i,i,11.8,24.4,2.8%,5.4,1.7%,1587,-0.818,3.3,-0.798,1067,1.3,-0.331
Cc1nc(N2CCN(Cc3ccc4c(c3)OCO4)CC2)nc2c1C(=O)CC(c1ccco1)C2 (stereo not drawn),-3.7,43.8,1.4,/,i,i,8.9,19.4,5.5%,16.4,1.7%,/,0.188,2.3,0.264,930,-0.175,-0.195
O=S(=O)(Nc1cccc2ccccc12)N1CCCC1,3.1,-5.4,1.8,0.79,i,i,6.6,8.3,-3.0%,5.5,1.7%,1268,0.234,1.4,0.348,1201,-0.705,-0.192
O=C(NCc1ccco1)c1cnn2c(C(F)(F)F)cc(-c3ccccc3)nc12,-4.4,2.1,2.9,0.05,i,i,9.4,35.5,-1.4%,4.5,9.7%,1694,-0.54,3.1,-0.0477,1152,0.902,-0.0468
Cn1c(SCC(=O)N2CCOCC2)nnc1-c1ccc(Cl)cc1Cl,-0.3,-6.4,8.8,0.26,i,i,10.0,-8.4,-0.7%,-20.4,-0.9%,1531,0.0911,2.0,0.0662,1336,0.892,-0.156
Cc1ccc2c(c1)Oc1ccc(NC(=O)CCCl)cc1C(=O)N2,3.1,6.4,5.4,-0.84,i,i,65.5,-10.8,0.5%,4.3,0.4%,1130,-0.498,12.0,0.093,1088,0.753,-0.375
COc1ccc(CNC(=O)c2cccc(-c3ccc(C)c4ccccc34)n2)cc1,/,19.2,26.6,-0.59,i,i,34.5,27.9,-3.8%,-27.0,3.9%,979,1.31,9.6,0.889,/,0.234,-0.304
CCc1cccc(CC)c1NC(=O)C1CC(=O)N(c2ccc3c(c2)OCCO3)C1 (stereo not drawn),0.7,-1.8,1.7,-0.26,i,i,5.4,-3.0,-0.2%,4.7,-2.6%,984,0.245,1.9,0.507,1119,-0.257,-0.135
O=C(CSc1nc2c(cnn2-c2ccccc2)c(=O)[nH]1)c1ccc(Cl)cc1,-1.3,-0.5,2.7,0.05,i,i,6.5,-7.0,5.2%,-11.6,56.4%,1056,0.741,2.4,0.393,1201,0.208,0.214
O=C(CS(=O)(=O)c1ccccc1)N1CCc2ccccc21,-3.9,4.3,2.3,0.98,i,i,7.3,-2.8,-0.6%,1.9,2.5%,1542,-0.947,2.5,0.169,1129,1.22,-0.312
Cc1c(Cl)cccc1NC(=S)NCC(c1cccnc1)N(C)C (stereo not drawn),-0.1,-0.6,2.1,-0.22,i,i,2.7,-8.0,0.0%,6.5,-7.1%,1237,-1.05,1.7,-0.494,1094,0.404,-0.289

Later entries
canonical_smiles,b-catenin transl,Autophagy mod cell loss 18 h,MT stabilize HCS,Ins promoter up,Yfh1-depleted yeast,Autophagy mod,MT stabilize HCS cytotoxicity %,WT yeast gro inh,HIV peptide binding,WT yeast gro inh mutant strain,AID2073,Ins promoter up cell count,Dynein cargo inh,MT stabilize HCS Hoechst-high %,Dynein cargo inh nuclear GR-EGFP,b-catenin transl cell count 5 µM,Dynein cargo inh cell count,Dynein cargo inh cytoplasmic EGFP
CSc1nc(-c2ccc(C)cc2)nc(C(Cl)Cl)n1,/,23.7,67.3,/,/,i,93.8,16.2,-1.5%,-10.4,12.2%,/,-0.276,2.2,-0.71,/,0.289,-0.205
C/C(=N\NC(=O)c1ccccc1O)C1C(=O)c2ccccc2C1=O,/,1.8,2.1,/,i,i,7.9,-16.7,-2.6%,-3.4,7.8%,/,-0.605,1.8,-0.221,/,0.749,-0.296
CN(C)c1nc(N2CCOCC2)nc(N(c2ccccc2)c2ccccc2)n1,-1.9,3.2,2.1,0.11,i,i,1.8,15.7,3.4%,10.5,-5.1%,1287,-0.565,1.1,-0.375,974,0.643,-0.216
O=C(CSC1=NCCN1)Nc1cccc([N+](=O)[O-])c1,-1.4,3.6,1.3,-0.17,i,i,2.7,-13.1,-2.0%,9.1,9.4%,1228,-2.07,1.6,-1.13,1087,0.16,0.0537
COc1ccc(-c2nnn(CC(=O)N(Cc3cccs3)C(C)C(=O)NC3CCCC3)n2)cc1OC (stereo not drawn),-2.6,41.1,5.9,0.32,i,i,18.4,-14.2,-1.0%,-4.6,-2.3%,698,2.76,2.1,1.92,744,-2.09,-0.119
O=C(c1ccc(F)cc1)C(CCCCCC(CN1CCOCC1)C(=O)c1ccc(F)cc1)CN1CCOCC1 (stereo not drawn),2.3,-1.2,2.9,-1.8,i,i,6.4,6.4,-1.0%,-4.1,-6.0%,782,2.69,1.4,-0.263,1358,-0.949,-0.203
CC(C)C(C(=O)N1CCN(C(=O)OC(C)(C)C)CC1)n1cc(-c2cn([C@@H](C)C(=O)N3CCN(C(=O)OC(C)(C)C)CC3)nn2)nn1 (stereo partly drawn),-1.1,/,/,/,i,/,/,/,1.0%,/,1.8%,/,-0.191,/,-0.127,1189,0.0339,-0.801
NC(=O)CSc1nnc(Cc2csc(Nc3ccccc3)n2)n1Cc1ccccc1,0.5,9.3,4.7,1.12,i,i,11.2,4.5,0.7%,-6.8,-14.0%,1196,-0.538,3.4,-0.0959,1151,0.744,-0.228
CCOC(=O)CCc1n[nH]c(=O)[nH]c1=O,-3.2,16.9,4.9,-0.56,i,i,2.4,6.2,0.8%,7.4,-7.3%,1384,0.0776,1.6,0.432,1168,-0.226,0.257
COc1ccc(NS(=O)(=O)c2ccc(SC)cc2)cc1,-1.0,13.4,3.2,0.37,i,i,12.5,10.8,-1.9%,-5.7,0.8%,1408,0.18,2.9,0.0787,971,-0.849,-0.204
O=C1/C(=C/c2ccc(C(=O)O)cc2)CCC/C1=C\c1ccc(C(=O)O)cc1,/,9.5,2.5,0.99,i,i,0.6,6.0,22.3%,19.0,8.1%,1139,-1.09,1.9,-0.884,/,1.4,-0.296
CC(=O)NC(CCS(C)(=O)=O)C(=O)Nc1cccc(C(C)=O)c1 (stereo not drawn),1.3,3.8,2.1,0.37,i,i,6.6,4.9,-0.4%,15.5,3.7%,1185,0.109,1.8,0.0349,928,1.09,-0.263

Going on with the list.
canonical_smiles,b-catenin transl,Autophagy mod cell loss 18 h,MT stabilize HCS,Ins promoter up,Yfh1-depleted yeast,Autophagy mod,MT stabilize HCS cytotoxicity %,WT yeast gro inh,HIV peptide binding,WT yeast gro inh mutant strain,AID2073,Ins promoter up cell count,Dynein cargo inh,MT stabilize HCS Hoechst-high %,Dynein cargo inh nuclear GR-EGFP,b-catenin transl cell count 5 µM,Dynein cargo inh cell count,Dynein cargo inh cytoplasmic EGFP
Cc1ccccc1NC(=O)N1CCN(c2ncccn2)CC1,0.2,-1.3,3.9,0.23,i,i,8.1,0.0,-2.6%,-7.4,-7.3%,1695,1.06,1.1,0.314,956,-0.197,-0.209
COc1ccccc1-n1cnnc1SCc1csc(-c2ccccc2)n1,-0.7,-2.8,1.5,/,i,i,0.9,3.2,-0.1%,4.5,-7.1%,/,-0.158,1.3,-0.0152,1238,0.79,-0.169
COc1ccc(NC(=O)C(C)SCc2ccccc2)cc1OC (stereo not drawn),-0.7,4.4,4.3,/,i,i,9.2,13.4,0.6%,-4.3,-6.5%,/,-0.601,3.7,-0.315,938,0.134,-0.25
CCCCCCCC(=O)NNC(=O)c1ccc(F)cc1,1.1,1.6,0.9,-0.24,i,i,5.8,-7.8,-2.0%,-14.5,-1.3%,1682,-0.061,1.2,-0.275,1308,0.217,-0.177
Clc1ccc(-c2c[n+](Cc3cccc(Cl)c3)c3n2CCC3)cc1,-1.5,9.2,4.8,-0.57,i,i,3.9,-10.4,2.6%,2.7,-6.2%,518,0.191,2.0,0.296,510,1.23,0.3
CCOC(=O)C1=C(N)n2c(s/c(=C\c3ccco3)c2=O)=C(C(=O)OCC)C1c1ccco1 (stereo not drawn),54.7*,23.3,46.9*,-0.06,i,i,51.3*,37.2,68.4%,0.4,40.2%,1529,-1.37,44.7*,-0.819,842*,2.25,-0.136
Nc1cc(=O)[nH]c(SCC(=O)Nc2ncc(C(F)(F)F)cc2Cl)n1,-0.3,4.7,1.7,0.56,i,i,2.7,-6.8,-2.2%,26.2,0.5%,1412,0.378,2.8,0.128,1463,0.0698,-0.356
COc1ccc(-c2[nH]c(-c3ccccc3)nc2SCC(=O)NCc2ccco2)cc1OC,/,1.4,3.2,-0.54,i,i,7.8,5.5,2.5%,-2.4,7.4%,861,0.587,2.8,0.408,/,-0.303,-0.116
CS(=O)(=O)N1Cc2ccccc2CC1C(=O)OCC(=O)Nc1ccc2ccccc2c1 (stereo not drawn),/,-0.4,2.7,/,i,i,6.4,17.1,1.4%,34.8,2.1%,/,0.432,1.7,0.666,/,0.0339,-0.311
CCCn1c(SCC(=O)Nc2nonc2C)nnc1-c1ccoc1C,1.4,2.2,1.9,-0.12,i,i,3.2,-1.1,-1.2%,-8.2,3.5%,1304,-0.00514,1.0,0.01,1151,0.451,-0.122
COc1ccc(NS(=O)(=O)c2cccc(NC(=O)NC3CCCCC3)c2)cc1,-2.2,6.4,3.2,1.08,i,i,6.1,1.9,2.0%,-1.7,-2.0%,1272,0.432,2.4,-0.0607,906,-0.344,-0.281

This is a random part of the collection; 4.2% or so of the library scored in one or more.
